Bioassay records (PubChem BioAssay)
T cell HTS: T cell immune modulators affecting CD8 T cell-vesicle binding; 2C CD8+ T cell-vesicle binding, flow cytometry; stronger effect = lower value; calls only at 7 µM; 330,000 compounds, 0.068% hits; AID 2052;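 active = response, share of CD8 T cells binding vesicles, and their 90th percentile fluorescence all below set limits, cut at about 80% in these data, passing the limit was not always enough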
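Incubation: binding step 1.5 h, 37 °C, antibody labelling 20 min, ice; system: murine 2C transgenic CD8+ T lymphocytes; technique: cytometric PE anti-B7-1 and Alexa647 anti-CD8 signals after 1% paraformaldehyde fixation; also added: QL9-charged Drosophila Ld/ICAM-1/B7-1 vesicles; control set: naked versus QL9-loaded vesicles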
RSV CPE inhibition: RSV antiviral activity via CPE protection, HEp-2 cells, primary 10 µM value included (AID 2391). HEp-2 cells, RSV-induced CPE inhibition; higher % means a stronger effect. CPE inhibition, % at 10 µM; hits with a dose series show IC50 in µM. 310,000 compounds, 0.13% hits; in the data active = a potency from the dose series; inconclusive = CPE inhibition mostly from about 23% at the one dose, without a potency; inactive = the rest, 99 in 100 with CPE inhibition below about 21%; note: strong numbers were not always called active
M1AAP inhibition: P. falciparum M1AAP inhibitors, biochemical, fluorogenic H-Leu-NHMec substrate, 1536-well (AID 1445); inhibition, % at 30 µM, or IC50 in µM where a hit was titrated; 220,000 compounds, 0.42% hits; recombinant M1AAP, H-Leu-NHMec fluorogenic kinetic assay; higher % means a stronger effect;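 active = primary inhibition above the hit cutoff, then over 50% inhibition at one or more dose response concentrations, cut at about 23% in these data, passing the limit was not always enough; inconclusive = conflicting primary data, or primary hits not chosen for dose response; inactive = low primary inhibition, or under 50% at every dose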;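 note: plate controls were DMSO full reaction for no effect and no enzyme background for full effect; strong numbers were not always called active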
UTI89 phage lysis: protection from phage-mediated lysis, alamar blue read-out – E. coli UTI89, K1F phage, bacterial capsule biogenesis inhibitors (AID 488966) | E. coli UTI89 K1F phage lysis, alamar blue, 2 h; higher % means a stronger effect | inhibition, % at 100 µM, or IC50 in µM where a hit was titrated | 340,000 compounds, 0.02% hits;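 active = phage lysis inhibition, versus mean bacterial control, above a set limit; inconclusive = no clear call, values can overlap the other calls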;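 note: capsule biogenesis inhibitors block K1F phage lysis so surviving cells raise fluorescence; higher fluorescence means more inhibition of phage lysis; actives were called in the ten point dose series up to 300 µM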
human PMI inhibition: inhibitors of human PMI, primary screen, biochemical, fluorescence intensity, coupled assay (AID 1209); purified PMI enzyme, coupled fluorescence intensity; higher % means a stronger effect; inhibition, % at 20 µM, or IC50 in µM where a hit was titrated; 190,000 compounds, 0.42% hits;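 note: plate controls were DMSO vehicle for no effect and wells lacking substrate for full effect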
P. falciparum M17LAP: P. falciparum M17LAP inhibitors, primary screen, biochemical, fluorogenic H-Leu-NHMec substrate, 1536-well (AID 1619); recombinant M17LAP, H-Leu-NHMec fluorogenic kinetic assay; higher % means a stronger effect; one-dose inhibition, % at 30 µM; IC50 in µM for titrated hits; 220,000 compounds, 0.38% hits;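 active = compound inhibiting the enzyme by more than half at any dose during confirmatory dose-response retesting; inconclusive = strong single-dose inhibitors picked by rank but not retested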;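 note: plate controls were full reaction with DMSO carrier for no effect and no enzyme background for full effect; strong numbers were not always called active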
West Nile antiviral: inhibition of WNV-induced cytopathic effect – cell-based, CPE readout (AID 1621); West Nile virus-infected cells, CPE inhibition; higher % means a stronger effect; CPE inhibition, % at 10 µM, or IC50 in µM where a hit was titrated; 290,000 compounds, 0.02% hits; in the data active = a potency from the dose series; inconclusive = CPE inhibition mostly from about 3.7% at the one dose, without a potency; inactive = the rest, 99 in 100 with CPE inhibition below about 2.2%; note: strong numbers were not always called active
TNAP activation fold: human TNAP enzyme activators, primary screen, biochemical, luminescent, no phosphate acceptor, uHTS (AID 1001). purified TNAP, luminescent activation assay, no phosphate acceptor; higher activation fold means a stronger effect. activation fold at 20 µM; hits with a dose series show EC50 in µM. 200,000 compounds, 0.03% hits; in the data active = activation fold from about 3, or a potency from the dose series; inactive = the rest, 99 in 100 with activation fold below about 1.6; note: many of its hits are not listed in these tables
PMI inhibition: MPI inhibition at elevated mannose 6-phosphate – biochemical, fluorescence intensity, high mannose 6-phosphate, primary screen (AID 1220); inhibition, % at 20 µM; hits with a dose series show IC50 in µM; 190,000 compounds, 0.66% hits; recombinant PMI enzyme, coupled fluorescence intensity; higher % means a stronger effect
T cell HTS vesicle-bound %: second read-out of T cell HTS, no call of its own (marks repeat the call); double positive events, %; measured here: CD8+ vesicle-bound cell fraction;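 binding gate set so that unloaded-vesicle control wells show 10% double positive cells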
Starred values were filed as active, the others as inactive; i = inactive; ? = inconclusive; · = not tested or not shown; & = joins results of further samples; [ ] = another dose, or the depositor's remark. Cut-off read from the data, not from the text of the source, unless noted: active = inhibition above about 50%; inactive = the rest. No enrichment for hits; about 1.5% have a hit in one of these screens.

SMILES	T cell HTS	T cell HTS vesicle-bound %	RSV CPE inhibition	M1AAP inhibition	UTI89 phage lysis	human PMI inhibition	P. falciparum M17LAP	West Nile antiviral	TNAP activation fold	PMI inhibition
COc1ccc(C2(NC(C)=O)CCN(Cc3cccnc3)CC2)cc1	i	54	1.2%	·	3.3%	·	·	0.1%	·	·
COC(=O)c1c(C(=O)OC)c(-c2cccc(F)c2)n2c1CS(=O)(=O)C2	i	55	0.4%	·	1.4%	·	·	-0.6%	·	·
S=C(c1ccc(-c2ccc(Cl)cc2Cl)o1)N1CCCC1	i	19	1.9%	1%	·	·	-3%	-0.8%	·	·
COc1ccc(CCNC(=O)COC(=O)Cn2cnc3ccccc32)cc1OC	i	36	-1.0%	5%	0.7%	-6%	14%	0.4%	1.1	0%
CCc1ccc(NC(=O)C2=CC(c3ccc(OC)c(OC)c3)=NS(=O)(=O)N2C)cc1	i	38	4.7%	·	3.2%	·	·	-1.2%	·	·
COc1cc(C(=O)NCC(c2cccnc2)N2CCN(c3ccccc3)CC2)cc(OC)c1OC (stereo not drawn)	i	13	-0.8%	0%	1.4%	11%	-2%	-0.2%	1.2	11%
CC1=N/C(=C\c2ccc(OC(C)C)cc2)C(=O)N1c1ccc(C(=O)O)cc1	i	43	3.2%	5%	1.4%	-9%	33%	-0.4%	1.1	-4%
COc1ccccc1N1CCN(C2CCCN(C(=O)c3oc(C)cc3C)C2)CC1 (stereo not drawn)	i	37	-0.8%	·	0.9%[50 µM]	·	·	-0.6%	·	·
COc1ccc2[nH]cc(C(=O)NCCc3ccccc3)c(=O)c2c1	i	51	10%	·	0.2%	·	·	0.1%	·	·
COc1ccc(S(=O)(=O)Nc2ccc3c(c2)OCO3)cc1	i	45	1.5%	10%	0.1%	12%	-5%	-0.3%	1.1	10%
COc1cccc(C(=O)N(CN2CCCC2=O)c2cc(C)on2)c1	i	23	2.1%	3%	-0.4%	-6%	-8%	-0.2%	1.1	-14%
CCc1cccc(OCCCCN(CC)CC)c1	i	52	-0.8%	-2%	4.9%	-2%	-3%	0.2%	1.1	-5%
COc1cc2nc(N(CCN(C)C)C(=O)c3ccc(S(=O)(=O)N(C)CC4CCCO4)cc3)sc2cc1OC (stereo not drawn)	i	68	1.0%	·	-0.2%	·	·	-0.5%	·	·
Cc1c(-c2nc(-c3cccnc3)no2)cccc1[N+](=O)[O-]	i	9	?	-1%	0.3%	3%	-6%	-0.7%	1	2%
CCOc1ccc(N2CC(C(=O)NCCc3ccc(OC)c(OC)c3)CC2=O)cc1 (stereo not drawn)	·	·	·	0%	0.1%	-10%	9%	-0.1%	1.1	-12%
COc1ccc(CNCCNC(=O)c2cccs2)c(OC)c1OC	i	57	0.3%	·	0.2%	6%	·	-0.6%	1.1	3%
CCOC(=O)c1c(-c2ccccc2)csc1NC(=O)CSc1nc(N)cc(N)n1	i	41	18%	3%	8.6%	21%	-14%	-0.4%	1.3	11%
Cc1nc(-c2ccccc2)nc2sc(C(=O)c3ccc(F)cc3)c(N)c12	i	26	8.1%	-2%	3.0%	·	-4%	3.1%	·	·
CCN(CC)CCNC(=S)Nc1ccc(F)cc1	i	3	0.5%	5%	-0.3%	-2%	-4%	-0.3%	1.1	-4%
CCOC(=O)Cc1csc(NC(=O)C(C)Oc2ccc3c(C)cc(=O)oc3c2)n1 (stereo not drawn)	i	29	1.2%	0%	0.2%	-6%	0%	0.1%	1.1	-3%
CC(C)NC(=S)N1CCN(C(c2ccccc2)c2ccccc2)CC1	i	53	20%	2%	0.4%	15%	-6%	-1.2%	1.1	15%
COc1ccc(/C=N/c2nc3ccccc3n2C)cc1OC	i	4	0.9%	3%	0.5%	-2%	-3%	0.4%	1	8%
N/C(=N\c1nc2c(c(=O)[nH]1)CCCC2)Nc1ccccc1Sc1ccccc1	i	27	·	2%	7.6%	2%	-3%	0.8%	1.2	0%
O=C(NC1CCCCC1)c1ccc(N2CCOCC2)c([N+](=O)[O-])c1	i	40	0.8%	·	-0.3%	·	·	-0.7%	·	·
O=C(N/N=C/c1ccco1)c1cnccn1	i	15	-0.4%	7%	-0.3%[50 µM]	3%	16%	1.4%	1	9%
CC1CCN(c2ccc3nnc(CCC(=O)NCCCOC(C)C)n3n2)CC1	i	14	0.6%	·	0.0%	·	·	0.7%	·	·
COC(=O)c1cc(S(=O)(=O)NCCc2ccc(SC)cc2)c[nH]1	i	30	4.9%	·	0.4%	·	·	0.0%	·	·
NS(=O)(=O)c1cccnc1Nc1ccc(Cl)c(Cl)c1	i	56	?	7%	-0.3%	19%	-2%	·	0.7	15%
Cc1cc(=O)oc2cc(OCC(=O)N3CCCC(C)C3)ccc12 (stereo not drawn)	i	28	1.0%	11%	-0.4%	-7%	-6%	-0.1%	1.1	-8%
C[N+]1(CC(=O)OCCCc2ccccc2)CCOCC1	i	52	0.7%	34%	0.5%	20%	2%	0.0%	1.1	-4%
COc1ccc(-c2nnnn2-c2ccccc2OC)cc1	i	15	-1.7%	-2%	0.1%	4%	5%	3.0%	1.1	1%
Cc1ccc(N=Cc2c(O)n(-c3nccs3)c(=O)c3ccccc23)cc1	i	42	0.2%	4%	0.6%[50 µM]	7%	-6%	0.0%	1.3	1%
O=C(O)c1cccc(NC(=O)c2cccc(S(=O)(=O)N3CCc4ccccc43)c2)c1	i	48	1.3%	·	1.2%	·	·	1.1%	·	·
CCN1CCN(C(=O)CCc2nnc3ccc(N4CCC5(CC4)OCCO5)nn23)CC1	i	35	1.6%	·	0.4%	·	·	-0.1%	·	·
Cc1cccc2cc(C#N)c(NCCNS(=O)(=O)c3ccc4c(c3)OCCO4)nc12	i	41	11%	6%	-0.1%	6%	2%	-0.7%	1.1	12%
c1cc2ccc3ccc(CN4CCOCC4)c4ccc(c1)c2c34	i	60	9.4%	-2%	0.0%	-3%	0%	0.3%	1	4%
O=c1oc2ccccc2c(NCCc2ccccc2)c1[N+](=O)[O-]	i	54	1.3%	-4%	0.7%[50 µM]	10%	6%	-0.9%	1.1	-2%
O=C(O)CCCC(=O)N1CCN(c2nc(-c3ccccc3Cl)c3cc(Br)ccc3n2)CC1	i	57	2.5%	·	-0.2%	·	·	-0.1%	·	·
O=S(=O)(c1ccccc1)N1CCCC1c1cccs1 (stereo not drawn)	i	29	1.8%	1%	-1.6%	·	6%	-0.6%	·	·
Cc1cccc(OCC(=O)N/N=C/c2sc(=O)n(Cc3cccc(C(=O)O)c3)c2Cl)c1	i	42	0.3%	9%	-0.2%	·	12%	-0.1%	·	·
Cn1c(-c2ccc(C(C)(C)C)cc2)n[nH]c1=S	i	34	2.0%	5%	0.9%	28%	-6%	-0.1%	1	15%
Cn1c(=O)oc2cc(S(=O)(=O)Nc3cccc(C(=O)O)c3)ccc21	i	53	2.6%	-5%	-0.1%	-2%	-6%	1.2%	1.1	-4%
CCOC(=O)CSc1ccc(-c2nc3cc(C)c(C)cc3[nH]2)cn1	i	20	5.1%	-1%	0.3%	-10%	-6%	-0.1%	0.9	-5%
C/C(CC(=O)NCCc1ccccc1)=N\NC(=O)COc1ccc(Br)cc1	i	17	2.0%	·	0.3%	·	·	-0.4%	·	·
Cc1ccc(C)c(N(C(=O)Cn2nnc(-c3cccs3)n2)C(C(=O)NC2CC2)c2ccc(C)o2)c1 (stereo not drawn)	i	26	1.1%	9%	2.1%	9%	8%	-0.1%	1.1	-1%
C=CCNc1nc(N)c(C(=C(C#N)C#N)c2ccccc2)s1	i	45	1.9%	15%	-0.6%	16%	-59%	0.6%	1.2	11%
C=C[C@@]1(C)CC(=O)[C@]2(O)[C@@]3(C)[C@@H](O)CCC(C)(C)[C@@H]3[C@H](O)[C@H](OC(C)=O)[C@@]2(C)O1	i	22	-0.6%	·	1.8%	·	·	1.1%	·	·
CCOC(=O)c1c(O)cc(C)[nH]c1=O	i	35	0.2%	-1%&12%	0.2%	·	13%&15%	0.0%&0.1%	·	·
CCC(=O)Nc1nc(-c2ccccc2)ns1	i	19	8.6%	3%	-0.2%	-8%	1%	-0.5%	1.1	-13%
CC1(C)S[C@@H]2[C@H](NC(=O)[C@H](N)c3ccc(O)cc3)C(=O)N2[C@H]1C(=O)O	i	9	3.2%	-2%	1.5%	-10%	16%	-0.1%	1.1	-4%

Next section
SMILES	T cell HTS	T cell HTS vesicle-bound %	RSV CPE inhibition	M1AAP inhibition	UTI89 phage lysis	human PMI inhibition	P. falciparum M17LAP	West Nile antiviral	TNAP activation fold	PMI inhibition
CC(C)(C)c1ccc(C(=O)NCc2nnc(SCC(=O)NC3CCCCC3)o2)cc1	i	34	2.9%	·	0.0%	·	·	-1.3%	·	·
COC(=O)c1sc(NC(=O)c2csc3c2CCCC3)nc1C	i	26	·	5%	1.3%	6%	0%	-0.4%	1.1	-5%
Cc1ccc(/C=C/C(=O)NCCCc2ccccc2)cc1	i	40	1.9%	11%	0.4%	1%	0%	-1.2%	1	-14%
CCc1nnc(NS(=O)(=O)c2ccc(NC(=O)/C=C/c3ccc(OC)cc3OC)cc2)s1	i	43	1.1%	12%	-2.1%[50 µM]	7%	8µM*	0.5%	1	5%
O=C(NN1C(=O)c2ccccc2NC1c1ccccn1)c1ccc(Br)cc1 (stereo not drawn)	i	36	0.5%	8%	-0.7%	4%	34%	-2.5%	1.2	1%
O=C1Nc2ccccc2O/C1=C\c1c(F)cccc1Cl	i	54	2.3%	·	0.1%	·	·	?	·	·
O=C1CN(C(=O)COC(=O)C2CCN(S(=O)(=O)c3ccccc3C(F)(F)F)CC2)c2ccccc2N1	i	37	3.6%	1%	0.2%	-2%	-3%	0.8%	1.1	-6%
COC(=O)c1cc(S(=O)(=O)N2CCN(c3cccc(OC)c3)CC2)cn1C	i	48	1.6%	·	-0.2%	·	·	0.2%	·	·
COc1ccc(C(=O)N2CCC(N3CCN(c4ccccc4)CC3)CC2)cc1OC	i	10	-0.1%	0%	-2.6%	20%	8%	-1.4%	1.1	20%
